TAAR1 agonist = human TAAR1 agonism; Q96RJ0; activation, % at 3 µM; CHO RD-HGA16 TAAR1, Fluo-8 calcium fluorescence; vehicle wells 0%, saturating PEA agonist 100%; hit rate 0.99% among 360,000;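 active means activation above the mean activation of all test compounds in the run plus 3 SD, cut at about 38% in these data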
Target sequence (Q96RJ0 whole entry, looked up): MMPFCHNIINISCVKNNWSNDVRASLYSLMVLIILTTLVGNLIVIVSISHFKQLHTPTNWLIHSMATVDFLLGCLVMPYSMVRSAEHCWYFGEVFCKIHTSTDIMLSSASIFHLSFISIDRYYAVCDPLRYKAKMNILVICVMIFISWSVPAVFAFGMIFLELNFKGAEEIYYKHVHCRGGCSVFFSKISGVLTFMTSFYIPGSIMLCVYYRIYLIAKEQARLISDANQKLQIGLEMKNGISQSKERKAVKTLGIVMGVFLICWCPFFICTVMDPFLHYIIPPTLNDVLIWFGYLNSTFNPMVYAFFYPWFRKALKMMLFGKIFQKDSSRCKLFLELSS
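System: CHO-derived RD-HGA16 cells with stable Gα16 and human TAAR1 / Times: 17-24 h plating, Fluo-8 75 min 37 °C, 30 min RT / Technique: calcium-sensitive Fluo-8 signal, excitation 470-495, emission 515-575 nm / Measure: % activation relative to PEA EC100 response / Benchmarks: DMSO and PEA EC100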
CHO parental Ca = signal in parental CHO cells, OX1R antagonist counter-screen | inhibition, % at 5.6 µM | parental CHO-K1, ATP-induced calcium, Fluo-8 fluorescence | hit rate 0.63% among 330,000;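 active means inhibition above that plate's mean sample inhibition plus 3 SD, cut at about 26% in these data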;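 further: 0% = ATP-challenged DMSO wells and 100% = DMSO wells without ATP; some compounds past the cut are filed as inactive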
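Material: parental CHO cells / Compound: single nominal dose of 5.6 µM per compound / Signal: Fluo-8 fluorescence / Replicates: singlicate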
TAAR1 antag = antagonists of human TAAR1; Q96RJ0; CHO RD-HGA16 TAAR1, Fluo-8 calcium fluorescence, antagonist; inhibition, % at 3 µM; hit rate 1.5% among 360,000; AID 624466;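 active means inhibition above a per-plate cutoff, the mean inhibition of test compounds on that plate plus 3 SD, cut at about 49% in these data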;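 further: 0% = DMSO plus EC80 beta-PEA response and 100% = DMSO alone without agonist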
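Test system – hTAAR1-expressing CHO RD-HGA16 cells, Gα16-coupled · Also added – β-PEA at EC80 concentration, post-compound challenge · Compound – 3 µM, single point · Incubation – dye loading 75 min at 37 °C, then 30 min room temperature · Measured by – Fluo-8 intracellular calcium dye fluorescence, real-time kinetic reads · Benchmarks – vehicle and agonist controls · Replicates – singlicate, one well per test compound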
CHRM1 antagonist = blocks human M1 muscarinic receptor; hit rate 1.3% among 360,000; AID 588852; inhibition, % at 3 µM; P11229; CHO-K1 hM1, Fluo-8 calcium fluorescence, ACh EC80 antagonist;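 active means percent inhibition above its own plate's cutoff, namely the mean of that plate's compound wells plus 3 SD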;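 further: peak over basal fluorescence ratio during 140 s after agonist addition; 0% = ACh EC80 plus DMSO and 100% = DMSO alone without agonist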
Target sequence (P11229 whole entry, looked up): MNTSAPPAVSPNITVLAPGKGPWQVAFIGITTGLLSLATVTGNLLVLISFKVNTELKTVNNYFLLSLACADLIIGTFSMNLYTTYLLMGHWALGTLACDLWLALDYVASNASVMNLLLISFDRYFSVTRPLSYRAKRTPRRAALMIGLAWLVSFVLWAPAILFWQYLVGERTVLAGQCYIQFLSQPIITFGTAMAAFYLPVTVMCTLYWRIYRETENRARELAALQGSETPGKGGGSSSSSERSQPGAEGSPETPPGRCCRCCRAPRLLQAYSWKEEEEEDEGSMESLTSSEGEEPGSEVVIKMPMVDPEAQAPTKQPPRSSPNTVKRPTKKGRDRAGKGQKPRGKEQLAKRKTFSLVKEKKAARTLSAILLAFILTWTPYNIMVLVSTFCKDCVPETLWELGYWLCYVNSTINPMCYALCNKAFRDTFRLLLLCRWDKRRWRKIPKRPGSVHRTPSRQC
M1 ag = activates human CHRM1 receptor; AID 588814; hit rate 0.33% among 360,000; CHO-K1 hM1, Fluo-8 calcium fluorescence, agonist mode; 0% DMSO, 100% acetylcholine EC100; activation, % at 3 µM;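 active means activation above the run's mean compound activation plus 3 SD, cut at about 16% in these data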;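 further: peak over basal fluorescence ratio within a 140 s kinetic read after compound addition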
V1aR counter = V1a receptor agonism, counter-screen for OXTR agonists; P37288; CHO-V1R cells, Fluo-8 calcium fluorescence, agonist mode; 0% DMSO, 100% 3 nM vasopressin; activation, % at 3 µM; hit rate 0.25% among 320,000;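 active means activation above the mean activation of all tested compounds plus 3 SD, per screening run, cut at about 20% in these data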;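 further: signal is peak over basal fluorescence ratio across a 100 second FLIPR read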
M1 PAM = human CHRM1 positive allosteric modulation. AID 588819. hit rate 0.088% among 360,000. activation, % at 3 µM. CHO-K1 hM1, Fluo-8 calcium fluorescence, ACh EC20; 0% = ACh EC20, 100% = maximal ACh; in the data active means activation above about 19%, passing the limit was not always enough
OXTR agonist = agonists of human oxytocin receptor; activation, % at 3 µM; P30559; CHO-OTR cells, Fluo-8 calcium fluorescence; normalized: DMSO 0%, oxytocin 100%; AID 2435; hit rate 0.32% among 320,000;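 active means activation above the mean of all tested compounds plus 3 SD, cutoff set per screening run, cut at about 20% in these data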;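 further: peak over basal fluorescence ratio from a 100 s FLIPR kinetic read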
OXTR potentiate = potentiates the human oxytocin receptor response | activation, % at 3 µM | hit rate 0.061% among 320,000 | CHO-OTR cells, Fluo-8 calcium fluorescence, potentiator mode; 0% = oxytocin EC15, 100% = EC100;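 active means activation above that plate's cutoff, the mean activation of tested compounds plus 3 SD, cut at about 6.6% in these data, passing the limit was not always enough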;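 further: 100% uses oxytocin at 75 nM as the full agonist control; some results filed as inactive read as strong as hits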
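Material: CHO-OTR cells, human receptor; compound dosing: single dose, 3.0 µM nominal final compound concentration; schedule: 6 min compound pre-incubation at room temperature, 100 s kinetic read; measured by: kinetic Fluo-8 calcium fluorescence; read-out basis: % activation vs EC15 and EC100 oxytocin; controls: EC15 oxytocin alone as 0%, 75 nM oxytocin as 100%; replicates: singlicate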
An asterisk follows results filed as active; / = no result given.

entry	molecule	OXTR potentiate	CHRM1 antagonist	CHO parental Ca	TAAR1 antag	V1aR counter	TAAR1 agonist	OXTR agonist	M1 ag	M1 PAM
1	CC1(C)CC(NC(=O)c2coc(=O)c(Br)c2)CC(C)(C)N1	-20	1	-3	-15	0.5	10	-1.2	-2	1
2	CCCCC(=O)Nc1ccc(C(=O)NCC(=O)OC)cc1	-4	-11	-1	10	-0.6	6	0.3	-3	4
3	CCCNC(=O)CC(NS(=O)(=O)c1ccc(OC)cc1)c1ccco1 (configuration not stated)	-2	6	-14	-31	-0.3	8	0.4	-4	2
4	Cc1cc2c(cc1S(=O)(=O)CCC(=O)NCCc1ccccc1)OCC(=O)N2	-2	-8	-6	52*	0.1	89*	0.3	-4	1
5	COc1cc(NS(=O)(=O)c2ccc(NC(=S)NC(C)=O)cc2)nc(OC)n1	-2	-10	-9	-44	0.4	0	0.5	-4	7
6	Cc1ccc(NC(=O)CN(C)c2ccc(S(=O)(=O)N3CCCC3)cn2)cc1	-4	0	1	-13	5.0	1	3.1	-7	4
7	CCCS(=O)(=O)NC(=O)C1(C)CCCN(C(=O)c2ccncc2)C1 (configuration not stated)	/	10	/	1	/	1	/	-2	-6
8	Cc1noc(C)c1-c1ccc2ncnc(NC(C)c3ccco3)c2c1 (configuration not stated)	-9	-12	-11	2	1.4	13	1.0	0	14
9	Cc1sc(NC(=O)/C=C/C(=O)O)c(C(N)=O)c1-c1ccc(C(C)(C)C)cc1	1	-8	-3	-17	-0.4	0	-0.5	-1	9
10	Fc1ccc(CNc2nc(-c3ccccc3)nc3ccccc23)cc1	/	-1	/	2	/	14	/	-12	7
11	O=C(O)C1OC1(c1ccccc1Cl)c1ccccc1Cl (configuration not stated)	/	-5	/	-12	/	8	/	-4	0
12	CCN(CC)c1ccc(C(=O)NNC(=O)c2cccn2C)cc1	-15	-12	-7	1	0.9	2	0.9	-5	6
13	COc1cccc(CNC(=O)COC(=O)c2nc(Cl)c(Cl)c(Cl)c2Cl)c1	-4	5	-3	8	-0.8	2	-1.9	-7	0
14	COc1ccc(OCCCC(=O)OCC(=O)Nc2nnc(-c3ccccc3)o2)cc1	-2	-6	-10	3	0.0	0	-1.6	-3	10
15	CCN(CC)CCN1C(=O)C(O)=C(C(C)=O)C1c1ccc(OC)c(OC)c1 (configuration not stated)	-8	0	-4	-3	0.9	6	1.1	-4	3
16	S=c1[nH]nc(-c2ccccc2)n1/N=C/c1c[nH]c2ccccc12	-6	-3	-1	8	4.4	-3	3.7	-7	1
17	CCC(C)n1cnc2c(=O)oc3ccccc3c21 (configuration not stated)	1	-3	-4	-9	1.3	0	-0.2	-3	3
18	O=c1[nH]c(=O)n(Cc2ccccc2)c2c1C(C(F)(F)F)(C(F)(F)F)N=C(c1ccco1)N2	0	-1	-9	-8	3.5	11	2.5	-1	11
19	N#CC1=C(S)N(c2ccccc2)C(c2ccc(-c3cc(Cl)ccc3Cl)o2)NC1=O (configuration not stated)	1	-9	-4	11	3.5	8	0.1	-5	11
20	Cc1cccnc1N1C(=O)c2ccc(C(=O)O)cc2C1=O	-8	-7	-3	-23	0.4	8	-0.1	-6	22
21	CCN(CC)CCNC(=O)c1ccc2c(c1NCCO)C(=O)c1ccccc1C2=O	-3	-8	-15	-26	1.0	1	0.0	-8	4
22	O=C(Nc1ccccc1F)c1ccc([N+](=O)[O-])s1	-7	-6	2	13	1.0	2	-0.9	-8	7
23	COc1ccc(F)cc1S(=O)(=O)NCC(c1ccco1)N1CCc2ccccc2C1 (configuration not stated)	-11	-4	-23	-12	-0.6	25	-1.2	-4	-3
24	O=C(COc1ccc(S(=O)(=O)N2CCCC2)cc1)NCc1ccccn1	6	-19	-9	19	0.5	0	0.7	-8	10
25	COc1ccccc1C(=O)N1CCN(c2ccccn2)CC1	-1	-6	-6	-11	-0.3	3	-0.9	-5	6

(continued)
entry	molecule	OXTR potentiate	CHRM1 antagonist	CHO parental Ca	TAAR1 antag	V1aR counter	TAAR1 agonist	OXTR agonist	M1 ag	M1 PAM
26	N#C/C(=C\c1c[nH]c2ccccc12)C(=O)NCC1CCCO1 (configuration not stated)	1	1	-16	6	0.7	-1	0.3	-6	3
27	CCC(=O)Nc1nc2cc(OC)ccc2s1	-7	-11	-5	15	-0.4	11	-1.1	-3	6
28	N#Cc1c(-c2cccs2)cc(-c2cccs2)[nH]c1=O	-13	-15	-5	-15	-0.6	0	0.5	-3	10
29	O=C(Nc1ccc(Br)cc1)C1CCCC1	-15	-30	0	1	-1.2	6	-1.8	-2	21
30	c1ccc2c(c1)nnn1c3ccccc3nc21	-1	/	-1	/	-0.8	/	-0.5	/	/
31	N#C/C(C(=O)NCc1ccccc1)=C1\SC(CCO)C(=O)N1c1ccccc1 (configuration not stated)	-4	-26	-8	-10	3.3	1	2.3	-2	6
32	CC(C)NC(=O)C1CCN(C2CCN(Cc3nc(C(C)C)cs3)CC2)CC1	-4	8	6	20	0.6	4	0.8	-3	0
33	c1ccc(-c2nnc(C(c3ccccc3)c3ccccc3)o2)cc1	-5	-7	-5	-13	0.3	-2	-1.1	-7	1
34	Cc1ccc(C)c(CC(=O)N2CCCCC2c2cc(C(=O)Nc3cccc(C#N)c3)no2)c1 (configuration not stated)	/	18	/	44	/	48*	/	6	-17
35	Cc1ccc(S(=O)(=O)N2CCCCC2)cc1NC(=O)c1c(-c2ccccc2)noc1C	5	5	-23	-6	-0.5	15	-0.5	-2	-6
36	CCc1ccc(NC(=O)COC(=O)C2(c3ccc(Cl)cc3)CCCC2)cc1	-11	-2	20	31	2.6	4	-0.1	-5	-2
37	COc1ccc(-c2nnc(SC(C)C#N)o2)cc1 (configuration not stated)	-2	0	7	-6	0.9	-1	1.7	-4	0
38	O=C(Nc1cc2c(=O)n(-c3ccc(Oc4ccccc4)cc3)ccc2oc1=O)c1ccccc1	-6	4	1	-2	0.6	8	-0.8	-8	1
39	Cn1c(=O)oc2cc(S(=O)(=O)N3CCN(c4ccccc4)CC3)ccc21	1	2	2	-3	1.8	6	2.0	0	7
40	Cn1nc(OC(=O)Nc2ccc(Cl)cc2)cc1C(F)(F)F	-9	/	38*	/	9.3	/	9.5	/	/
41	CN(C(=O)/C=C/c1ccc2c(c1)OCO2)c1ccccc1	-31	-12	-19	-25	-0.4	-1	-2.5	-7	8
42	CC(C)N(Cc1nc(-c2ccccc2)no1)C(=O)Cc1ccccc1	3	-8	-15	-4	-1.1	-2	-2.5	-9	5
43	CC1CCCCN1S(=O)(=O)c1ccc(C(=O)Nc2nnc(-c3cccs3)o2)cc1 (configuration not stated)	-10	-23	-9	7	-0.3	22	-1.3	-1	-1
44	O=C(NCc1ccccc1)c1cc(C2CCCCN2C(=O)CCCc2ccccc2)on1 (configuration not stated)	/	6	/	-19	/	1	/	-4	-11
45	O=C(COC(=O)c1c[nH]c2ccccc12)Nc1ccccc1	-7	-4	-4	12	4.6	9	6.1	2	-1
46	Cc1cc(OCC(=O)c2ccc(F)cc2)ccc1N1C(=O)CCC1=O	-6	-32	7	6	0.4	10	1.4	-2	4
47	CN(Cc1ccccc1)S(=O)(=O)c1ccc2c(c1)n(C)c(=O)n2C	-8	16	4	2	2.8	19	1.6	1	-6
48	COc1cccc(NC(=O)CC2C(=O)NC3CCCCC3N2C(=O)c2ccc(F)cc2)c1 (configuration not stated)	-4	6	-22	35	1.3	12	0.8	0	-9
49	CC(O)c1nc2ccccc2n1CCCc1ccccc1 (configuration not stated)	-12	-7	-5	1	3.9	5	11	-1	7
50	NC(=O)CC(NC(=O)c1cccc(Br)c1)c1ccc(N2CCN(c3ccc(F)cc3)CC2)c([N+](=O)[O-])c1 (configuration not stated)	-5	-3	0	-1	1.0	3	0.0	-4	7

(further entries)
entry	molecule	OXTR potentiate	CHRM1 antagonist	CHO parental Ca	TAAR1 antag	V1aR counter	TAAR1 agonist	OXTR agonist	M1 ag	M1 PAM
51	CCCCc1nnc(NC(=O)COc2ccc3c(C)cc(=O)oc3c2)s1	-2	/	1	0	1.1	6	0.7	/	/
52	CC(=O)Oc1ccc(/C=C2/SC(=S)N(Cc3ccccc3)C2=O)cc1	-6	-1	-1	-3	1.2	5	-0.1	2	12
53	COc1ccccc1CNC(=O)C1CCCN(c2cnccn2)C1 (configuration not stated)	-2	9	-3	-29	-0.6	2	0.4	0	1
54	COc1ccc(N2CC(NC(=O)NCCC(C)C)CC2=O)cc1 (configuration not stated)	-5	2	-3	1	-0.2	2	-1.2	-3	8
55	COc1ccc(CN(C)C(=O)Cc2ccc(S(=O)(=O)N3CCOCC3)s2)cc1OC	5	-10	-3	-18	1.0	2	0.7	-3	8
56	Cc1cc(NC(=O)CSc2ccc(-c3cccc([N+](=O)[O-])c3)nn2)no1	0	-11	6	-31	0.3	-2	-1.0	-4	4
57	CC(=NOC(=O)c1ccc(F)cc1)c1nccs1	/	-6	/	-7	/	0	/	-4	3
58	Cc1ccc(NC(=O)CSc2nnc3n2CCCCC3)cc1	-3	6	-9	3	0.4	2	-0.9	-9	-3

From PubChem BioAssay

No enrichment for hits. Share with any hit: about 3.7%.
